# PP1 inh = blocks human PP1-alpha phosphatase, a PP5 counter-screen. P62136. purified PP1alpha, OMFP fluorescence. inhibition, % at 6.7 µM. 0.9% of 320,000 active. AID 2235;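 active = inhibition above the mean inhibition of all tested compounds plus 3 SD, computed separately for each screening campaign, cut at about 15% in these data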
# Target sequence (P62136 whole entry, looked up): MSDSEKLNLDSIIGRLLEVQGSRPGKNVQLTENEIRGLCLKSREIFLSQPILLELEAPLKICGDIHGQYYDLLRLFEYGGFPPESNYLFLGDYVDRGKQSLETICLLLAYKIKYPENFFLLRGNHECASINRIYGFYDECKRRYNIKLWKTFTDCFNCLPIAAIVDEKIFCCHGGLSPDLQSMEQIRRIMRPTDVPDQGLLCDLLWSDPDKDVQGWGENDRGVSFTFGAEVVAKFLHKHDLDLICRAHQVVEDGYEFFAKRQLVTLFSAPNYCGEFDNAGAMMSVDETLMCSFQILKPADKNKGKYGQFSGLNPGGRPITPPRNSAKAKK
# TPT1 inhibitor = inhibitors of Candida albicans tRNA 2'-phosphotransferase TPT1. recombinant caTPT1, FP RNA substrate dephosphorylation. inhibition, % at 5 µM. 0.81% of 300,000 active;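 active = inhibition above the mean of all tested compounds plus 3 SD, set per screening campaign, cut at about 24% in these data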;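 also: plate controls were DMSO alone for no effect and ferristatin control at 100 nM for full effect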
# PP5 primary = blocks human protein phosphatase 5 activity | P53041 | purified PP5c, OMFP substrate fluorescence | inhibition, % at 6.7 µM | 0.18% of 320,000 active | AID 1987;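 active = inhibition above the campaign's mean inhibition across all tested compounds plus 3 SD, cut at about 9.5% in these data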;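 also: 0% = DMSO only and 100% = 100 µM cantharidin control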
# Target sequence (P53041 whole entry, looked up): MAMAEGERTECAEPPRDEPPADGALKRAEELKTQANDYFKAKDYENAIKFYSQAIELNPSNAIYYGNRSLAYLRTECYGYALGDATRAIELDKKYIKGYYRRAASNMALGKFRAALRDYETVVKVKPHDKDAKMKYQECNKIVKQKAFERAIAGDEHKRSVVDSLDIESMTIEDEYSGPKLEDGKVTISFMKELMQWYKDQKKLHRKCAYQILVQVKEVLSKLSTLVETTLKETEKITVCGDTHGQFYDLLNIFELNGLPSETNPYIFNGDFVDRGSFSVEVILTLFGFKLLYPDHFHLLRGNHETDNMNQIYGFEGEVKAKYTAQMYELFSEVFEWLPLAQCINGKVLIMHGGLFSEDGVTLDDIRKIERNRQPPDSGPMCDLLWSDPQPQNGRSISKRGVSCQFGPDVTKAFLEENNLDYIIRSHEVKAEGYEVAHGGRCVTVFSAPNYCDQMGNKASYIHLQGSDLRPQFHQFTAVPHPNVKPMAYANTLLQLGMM
# ZTA counter = counter-screen for EBNA-1 inhibitors: inhibitors of Epstein-Barr virus ZTA; inhibition, % at 11 µM; P03206; AID 2234; 0.15% of 320,000 active; ZTA-DNA binding, fluorescence polarization; in the data active = inhibition above about 33%
# Target sequence (P03206 whole entry, looked up): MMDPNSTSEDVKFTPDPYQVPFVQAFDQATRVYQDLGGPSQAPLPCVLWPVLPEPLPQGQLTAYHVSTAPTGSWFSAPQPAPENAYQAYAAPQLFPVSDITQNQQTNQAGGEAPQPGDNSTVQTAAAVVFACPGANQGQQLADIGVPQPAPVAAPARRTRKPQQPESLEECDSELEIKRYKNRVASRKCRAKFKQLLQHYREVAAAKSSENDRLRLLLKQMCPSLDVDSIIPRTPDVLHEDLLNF
# core dimer inh = blocks dimerization of HCV core protein | TR-FRET GST/Flag-core106 dimerization, 1536-well | inhibition, % at 5 µM | 0.33% of 300,000 active | AID 1899;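 active = inhibition above the mean of all tested compounds plus 3 SD, set per screening campaign, cut at about 45% in these data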
#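 System: GST/Flag-tagged HCV core106 proteins. Incubation: compound-protein-antibody incubation 4 h at 22.5 °C. Technique: HTRF with 340 nm excitation, 617/671 nm emission. Medium: KF-containing HEPES buffer, pH 7.45, DTT, CHAPS, BSA. Read-out: inhibition (%) from 671 over 617 nm ratio. Also added: Eu(K)-anti-GST 90 ng/mL plus XL665-anti-Flag 1 µg/mL.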
# GASC-1 inh = inhibitors of human GASC-1 (JMJD2C) demethylase; GST-JMJD2C(1-420) H3K9me3 demethylation, DELFIA europium; inhibition, % at 2.35 µM; 0.069% of 330,000 active; Q9H3R0;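 active = more than half of a compound's replicate wells show inhibition beyond 50%, single wells judged on their own value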;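 also: signal counts dimethyl H3K9 product captured on neutravidin plate; 0% = median of DMSO wells and 100% = 0.3 times that DMSO median; strong numbers were not always called active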
# CTSL1 counter = blocks F. hepatica cathepsin L1 in PFM18AAP counter-screen | recombinant F. hepatica cathepsin L1, Z-Leu-Arg-MCA fluorescence | AID 1906 | inhibition, % at 5.96 µM | 0.49% of 300,000 active;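 active = inhibition above the mean of all tested compounds plus 3 SD, set per screening campaign, cut at about 17% in these data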;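 also: 0% = plate median of test compound wells and 100% = 1 µM Z-Phe-Ala-diazomethylketone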
# Yeast superoxide = caloric restriction mimetics inhibiting age-related superoxide in yeast; S. cerevisiae aged cells, superoxide DHE fluorescence; hits give low values; superoxide response (% of plate mean), % at 10 µM; 0.18% of 330,000 active;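 active = superoxide response under a set limit, about three screen SD below normal, cut at about 65% in these data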;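 also: yeast aged for seven days with compound at 30 °C before DHE staining; 100% = average MFI of all compound-treated wells on the plate with controls excluded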
# EBNA-1 inhibitor = blocks EBNA-1 binding to DNA. EBNA-1 DNA binding, fluorescence polarization. inhibition, % at 14.8 µM. 0.34% of 300,000 active; in the data active = inhibition above about 28%
# Active calls of the source: *; . = not tested or not shown. The order is random. About 3.1% of those tested had a hit in this group.
mol	PP1 inh	TPT1 inhibitor	PP5 primary	ZTA counter	core dimer inh	GASC-1 inh	CTSL1 counter	Yeast superoxide	EBNA-1 inhibitor
CN(C)CCP(=O)(c1ccccc1)c1ccccc1	-3.9	-1.2	1.0	-5.7	-1.2	38.9	-1.1	103.9	-10.1
COc1cc(NC(=O)c2n[nH]c(=O)c3ccccc23)cc(OC)c1	-1.9	-3.5	-0.2	0.7	4.2	-5.3	1.7	100.2	6.4
CCOC(=O)C(NC(=O)c1ccccc1)(Nc1nnc(C)s1)C(F)(F)F (configuration not stated)	-2.7	-0.1	0.1	5.3	3.5	-4.2	-0.5	97.4	16.2
Cc1ccc(S(=O)(=O)Nc2ccc3c(c2)CCC3)cc1C	3.7	1.8	3.4	2.5	3.9	-3.6	3.5	97.5	0.6
CNc1csc(C)c(C)c1=O	-6.0	2.4	0.0	-5.9	-1.0	-19.5	-1.6	107.8	7.1
COC(=O)c1cc(C#N)c(NCc2ccccc2)nc1C	-2.1	-2.4	4.0	-11.9	1.4	-20.4	3.7	112.1	-7.8
COc1ccccc1CN1CC(C(=O)N2CCCCO2)CCC1=O (configuration not stated)	-6.4	0.0	-2.5	-1.1	-2.0	1.9	-0.2	93.2	-5.9
COCCN1C(=O)N(c2ccccc2)C(=O)C1CC(=O)Nc1cc(OC)cc(OC)c1 (configuration not stated)	-5.0	-0.4	0.7	-4.9	11.2	0.1	-2.7	107.8	-0.2
CN1CCN(c2ccc(NC(=O)c3ccc(C#N)cc3F)cc2Cl)CC1	0.8	-1.1	5.8	12.9	1.7	-8.2	-0.9	102.5	-3.5
CC1CCC(C(C)C)C(OCC(O)CNC(C)(C)C)C1 (configuration not stated)	-7.7	-2.8	-2.4	6.2	-2.0	3.2	-10.8	101.4	-2.7
CC(c1ccccc1)C1CC(=O)N(c2ccc([N+](=O)[O-])cc2)C1=O (configuration not stated)	-1.7	-1.8	1.1	0.3	0.9	3.9	0.5	98.0	1.3
COc1cccc(CN2CCNC(=O)C2CC(=O)N(C)Cc2cnccn2)c1OC (configuration not stated)	-1.5	-7.8	-1.5	-8.8	1.8	0.6	1.2	90.7	12.8
N#Cc1cnc(N)c(Br)c1	-4.3	-1.9	0.4	-14.5	-0.7	1.6	4.5	112.3	-5.5
CCCCCC(=O)Nc1cccc(-c2nc3ncccc3o2)c1	-2.0	0.1	1.6	2.4	1.5	5.4	1.8	88.8	7.3
CCC(=O)N1CCCc2cc(S(=O)(=O)N3CCC(N4CCCCC4)CC3)ccc21	-2.2	-1.4	-2.2	6.6	-3.7	-6.6	-3.1	102.5	-14.8

# Copied from the list.
# Under core dimer inh, CN1CCN(c2ccc(NC(=O)c3ccc(C#N)cc3F)cc2Cl)CC1 has the entry 1.7
# Under Yeast superoxide, CCC(=O)N1CCCc2cc(S(=O)(=O)N3CCC(N4CCCCC4)CC3)ccc21 has the entry 102.5

# Continuation.
mol	PP1 inh	TPT1 inhibitor	PP5 primary	ZTA counter	core dimer inh	GASC-1 inh	CTSL1 counter	Yeast superoxide	EBNA-1 inhibitor
O=[N+]([O-])c1ccc(O)c(CSc2nnnn2-c2ccccc2)c1	3.3	-0.4	2.6	-3.1	6.9	1.2	2.2	103.7	-4.2
CC1CCCCC1NC(=O)c1ccc(S(=O)(=O)NCC2CCCO2)cc1 (configuration not stated)	-3.2	-3.9	-2.2	-1.8	2.6	-5.7	-1.4	97.8	2.3
CCOc1nc(C)ccc1-c1noc(-c2ccncc2)n1	-3.4	-2.4	-0.4	-7.8	-1.2	-4.1	-1.0	98.5	6.3
N#CCCN(Cc1cccnc1)C(=S)NC1CC2C=CC1C2 (configuration not stated)	-3.3	-2.9	-2.4	4.7	-1.7	-1.9	3.8	90.3	4.8
Cc1ccc(OCC(=O)O/N=C(\N)Cc2ccc(Cl)cc2)cc1	0.8	1.1	2.2	0.2	8.0	23.8	-17.1	106.0	7.7
CCCCN1CCC(COC(=O)c2cc(Cl)c(N)c3c2OCCO3)CC1	-8.5	2.8	2.4	1.2	-0.7	.	-2.2	102.9	-4.8
Cc1ccccc1C(=O)N1CCC(n2nccc2NC(=O)C2CC2)CC1	-1.5	1.0	2.0	7.6	7.1	29.9	1.4	100.3	9.9
CC(=O)Nc1ccc(/C(C)=N/NC(=O)c2ccncc2)cc1	-4.7	0.8	-1.6	0.7	-6.8	-1.7	-5.8	105.1	-13.9
CSc1cccc(NC(=S)N(CCCN2CCCC2)Cc2cccs2)c1	-5.7	-1.3	-1.1	0.4	1.7	23.7	-3.3	104.3	-0.6
O=C(NC1CCCc2ccccc21)c1n[nH]c(=O)c2ccccc12 (configuration not stated)	-2.3	-1.5	0.4	-5.3	1.0	5.8	-0.1	91.7	1.1
CCOC(=O)N1CCC(NC(=O)c2cnn3ccccc23)CC1	0.1	-3.9	-0.8	4.8	-2.1	-3.3	-4.6	100.1	5.8
COc1ccc(N2CC(NS(=O)(=O)c3ccc4ccccc4c3)CC2=O)cc1OC (configuration not stated)	-1.2	2.4	3.5	-9.4	-1.3	19.8	0.9	96.1	-13.0
CCOC(=O)C1(Cc2ccc(OC)cc2)CCN(C(=O)Cn2cnnn2)CC1	-4.8	1.5	3.0	-19.2	2.9	2.1	-0.7	95.8	-7.2
CCN(CC(=O)Nc1c(F)cccc1F)C(=O)CCc1nc2ccccc2c(=O)[nH]1	-1.5	2.4	1.0	-17.2	0.7	-1.7	0.1	107.2	-9.7
COc1cc(CNCCc2c[nH]c3ccccc23)ccc1OCc1ccc(F)cc1	4.8	1.5	2.3	35.3*	-3.1	-11.3	4.2	96.5	8.7

# Grouped by structure: those above containing an aryl thioether with sulfur outside any ring
mol	PP1 inh	TPT1 inhibitor	PP5 primary	ZTA counter	core dimer inh	GASC-1 inh	CTSL1 counter	Yeast superoxide	EBNA-1 inhibitor
O=[N+]([O-])c1ccc(O)c(CSc2nnnn2-c2ccccc2)c1	3.3	-0.4	2.6	-3.1	6.9	1.2	2.2	103.7	-4.2
CSc1cccc(NC(=S)N(CCCN2CCCC2)Cc2cccs2)c1	-5.7	-1.3	-1.1	0.4	1.7	23.7	-3.3	104.3	-0.6

# (cont.)
mol	PP1 inh	TPT1 inhibitor	PP5 primary	ZTA counter	core dimer inh	GASC-1 inh	CTSL1 counter	Yeast superoxide	EBNA-1 inhibitor
O=C(N/C(=C/c1ccccc1)C(=O)N1CCCCC1)c1ccccc1	-1.6	-0.9	0.5	-11.8	4.2	-0.1	1.4	95.0	14.4
N#Cc1ccccc1NC(=O)C1SC(=Nc2ccccc2)C(C(=O)Nc2ccc(Cl)cc2)=C1N (configuration not stated)	9.9	5.0	6.5	-6.3	11.1	-19.9	9.7	95.5	-4.2
COc1ccccc1NS(=O)(=O)c1ccc(NC(=O)Cc2cccs2)cc1	0.3	1.3	3.8	9.3	15.5	4.5	-2.2	113.8	-5.5
Cc1ccc(N/C(SCc2ccccc2C)=C(/C#N)C(=O)NCc2ccco2)cc1C	15.1	3.0	5.4	-1.5	5.0	-0.6	1.5	101.7	6.2
Cc1ccc(N(C)C(=O)c2cc(S(=O)(=O)N3CCCCC3)c[nH]2)cc1	-1.8	-4.7	-0.7	-3.5	2.0	-4.5	1.0	102.5	12.2
CN(Cc1ccccc1)C(=O)Nc1ccccc1	-4.0	1.2	1.9	-0.8	-0.1	-10.8	-2.8	101.8	-11.6
Cc1cccc(N(C)S(=O)(=O)c2ccc(-c3cc(C)no3)s2)c1	0.3	-1.4	2.4	-6.1	-2.0	3.9	3.4	111.0	5.1
CCOC(=O)C(C)Sc1nnc(CSc2nc3nc(C)cc(C)n3n2)o1 (configuration not stated)	-2.3	-3.7	1.9	24.7	1.0	5.4	-2.0	96.2	5.2
O=C(Cc1ccc(Br)cc1)NCc1ccccc1	-0.5	1.1	-0.2	-17.5	-10.0	4.5	0.8	115.1	-10.3
O=C(Nc1cccc(C(F)(F)F)c1)Oc1ccc(Cl)c2cccnc12	-5.4	2.2	2.5	-8.6	-0.3	-2.0	1.8	91.5	-5.2
COCCNC(=S)N(CCc1c(C)[nH]c2ccc(Cl)cc12)Cc1cccnc1	-2.1	-2.0	1.0	5.5	2.2	7.7	5.8	103.8	7.2
c1ccc(-c2nnsc2-c2ccccc2)cc1	0.9	-2.2	1.1	6.1	-3.4	-10.1	0.1	98.8	4.8
Cc1ccc(C(=O)N2CCCC2)cc1S(=O)(=O)Nc1cccc(C)c1C	-1.2	-1.0	0.4	-0.1	-2.7	4.9	0.7	92.6	-7.8
CC(C)c1cc(=O)n2[nH]c(SCc3ccccc3Cl)nc2n1	2.0	-3.8	1.5	-1.7	-2.4	14.6	-1.1	129.0	-13.1
COc1cccc2c(=O)n(CC(=O)Nc3ccccc3F)ccc12	-2.0	0.0	0.3	-5.7	7.9	-1.6	-3.7	80.6	10.6
CC1Sc2ccc(S(=O)(=O)CCC(=O)NCc3cccs3)cc2NC1=O (configuration not stated)	-2.2	-0.3	2.5	-12.1	1.9	0.3	0.5	80.6	-1.1
COC(=O)c1ccc(N2CN=C(c3ccc(C)cc3)NC2=S)cc1	-4.0	0.2	1.1	6.8	-0.8	-3.9	-0.2	114.4	4.2
CCOC(=O)C1CCN(C(=O)c2oc3ccc(S(=O)(=O)N4CCCCCC4)cc3c2C)CC1	-1.2	-0.4	2.0	-10.2	15.0	-6.6	0.7	101.8	-6.0
CC(=O)Nc1cccc(-c2csc(Nc3ccc(Cl)cn3)n2)c1	-1.0	4.0	5.0	0.9	11.4	8.6	-1.7	101.4	5.1
COc1ccc(Br)cc1CNc1ccc2[nH]c(=O)[nH]c2c1	-0.6	-2.5	3.7	-0.9	-28.9	-3.7	-4.6	106.3	-14.0
Cc1cccn2c(=O)c3cc(C(=O)NC4CCCCC4C)n(C)c3nc12 (configuration not stated)	-3.7	-4.3	-0.3	1.2	-4.5	14.3	11.1	97.9	-10.0
CSc1sccc1/C=C(/C#N)C(=O)c1ccco1	2.0	5.0	-0.1	-20.9	-1.1	-0.3	-3.3	105.7	-11.8
c1ccc(Oc2nc3ccccc3n3cccc23)cc1	3.1	2.1	1.9	10.9	1.4	-5.6	4.3	103.7	1.5
CCCN(C(=O)c1ccco1)c1nnc(-c2cccc(C)c2)s1	3.5	2.0	1.2	-3.4	3.0	5.4	2.3	108.1	-11.3
COc1ccccc1/C=N/NC(=O)c1ccc(Br)cc1	-0.1	-1.7	3.5	-10.1	9.8	0.8	3.4	98.5	4.5
Cc1cccc(N2CCN(C(c3ccncc3)c3nnnn3C(C)(C)C)CC2)c1C (configuration not stated)	0.2	8.7	1.1	4.4	3.3	2.1	2.2	102.3	-3.0
CC(C)(C)c1cc(NC(=O)c2cc(F)c(F)c(F)c2F)no1	-4.0	0.4	0.7	1.0	-0.2	-1.9	1.8	106.2	-1.9
CCN(CC)c1ccc(/C=N/NC(=S)NCc2ccco2)cc1	11.7	-2.5	1.4	4.1	-5.7	-12.6	14.8	105.4	-19.1
COc1ccc(C2/C(=C(/O)c3ccc(Br)cc3)C(=O)C(=O)N2C)cc1 (configuration not stated)	2.0	2.1	4.7	-3.5	-3.1	11.4	-2.0	112.4	3.1
CCOC(=O)c1c(C)oc2c1cc(NS(=O)(=O)c1ccc(C(=O)O)cc1)c1ccccc12	1.6	-4.7	0.5	2.0	13.5	-2.1	3.3	115.3	-0.1
COc1ccc(NC(=O)Cn2nnc(-c3ccccc3F)n2)cc1	-1.8	-0.6	3.4	-7.8	-10.4	1.0	-2.5	115.4	1.3
